Assay outcomes as filed in PubChem.
TEAD-YAP inh – TEAD-YAP interaction inhibition | hit rate 1.4% among 640,000 | inhibition, % at 9.12 µM | HEK-TIYL cells, TEAD-Gal4/YAP UAS-luciferase luminescence; in the data active means inhibition above about 32%;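 further: 0% = median of test compound wells and 100% = reference inhibitor wells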
FBW7 act – activators of human E3 ligase FBW7; Q969H0; AlphaScreen FBW7–phospho-cyclin E peptide binding, activator screen; normalized activity (activation), % at 26.1 µM; hit rate 0.13% among 650,000; AID 1259310; in the data active means normalized activity above about 1.9%;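 further: purified mutant Fbw7 with reduced substrate affinity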
MITF inh – blocks human microphthalmia-associated transcription factor; O75030; AlphaScreen MITF homodimerization, bead proximity signal; inhibition, % at 2.6 µM; hit rate 0.91% among 650,000; in the data active means inhibition above about 50%;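 further: 0% = vehicle wells with protein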
Target sequence (O75030 whole entry, looked up): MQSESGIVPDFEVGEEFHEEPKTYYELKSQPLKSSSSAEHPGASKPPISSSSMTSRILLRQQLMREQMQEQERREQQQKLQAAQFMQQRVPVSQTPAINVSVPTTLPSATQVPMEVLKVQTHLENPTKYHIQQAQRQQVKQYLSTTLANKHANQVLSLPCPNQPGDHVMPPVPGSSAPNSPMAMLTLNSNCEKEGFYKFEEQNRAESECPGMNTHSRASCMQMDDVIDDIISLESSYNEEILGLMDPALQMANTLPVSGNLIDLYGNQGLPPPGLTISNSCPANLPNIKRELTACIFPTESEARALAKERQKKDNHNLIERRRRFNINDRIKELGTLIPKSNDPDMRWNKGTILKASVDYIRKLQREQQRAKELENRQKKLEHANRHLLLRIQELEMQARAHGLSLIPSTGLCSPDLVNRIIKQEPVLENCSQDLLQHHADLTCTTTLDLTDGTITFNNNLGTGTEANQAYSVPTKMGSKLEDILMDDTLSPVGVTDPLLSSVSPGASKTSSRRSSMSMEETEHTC
GPR151 ag – activators of human GPR151; Q8TDV0; AID 1508602; activation, % at 11.2 µM; PathHunter beta-arrestin GPR151 cells, luminescence; hit rate 1% among 650,000; in the data active means activation above about 4.9%;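 further: 0% = median of compound wells and 100% = cells with positive control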
Target sequence (Q8TDV0 whole entry, looked up): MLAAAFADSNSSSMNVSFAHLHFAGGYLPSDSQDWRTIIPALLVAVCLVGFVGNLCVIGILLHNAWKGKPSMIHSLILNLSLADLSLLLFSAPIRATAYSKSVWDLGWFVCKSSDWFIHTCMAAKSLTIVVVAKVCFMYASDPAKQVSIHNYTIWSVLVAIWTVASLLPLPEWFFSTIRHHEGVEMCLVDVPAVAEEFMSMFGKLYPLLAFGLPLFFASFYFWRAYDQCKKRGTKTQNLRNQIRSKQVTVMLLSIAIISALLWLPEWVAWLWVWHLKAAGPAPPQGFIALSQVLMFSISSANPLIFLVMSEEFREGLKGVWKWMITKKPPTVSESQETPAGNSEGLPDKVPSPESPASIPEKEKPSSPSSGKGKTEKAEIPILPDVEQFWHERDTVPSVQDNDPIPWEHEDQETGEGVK
Numbers without * were called inactive; & = joins results of further samples.

How did CC1CCN(C(=O)CSc2nnc(Cc3cc(=O)[nH]c(=O)[nH]3)n2-c2ccccc2)CC1 do in these assays?
TEAD-YAP inh: -1; FBW7 act: 0.0; MITF inh: 4; GPR151 ag: -1.0

Results for COc1cc2ccccc2cc1C(=O)Nc1ccccc1-c1nc2ccccc2[nH]1 ?
TEAD-YAP inh: 7; FBW7 act: 2.6*; MITF inh: -2; GPR151 ag: 0.9

What do the screens show for `COc1cc(C=O)cc(Br)c1OCc1ccccc1[N+](=O)[O-]`?
TEAD-YAP inh: 6; FBW7 act: -0.3; MITF inh: -11; GPR151 ag: 0.0

How did CCOC(=O)CSc1nc2ccccc2c2nc(CCc3c[nH]c4ccccc34)nn12 do in these assays?
TEAD-YAP inh: 4; FBW7 act: 0.5; MITF inh: 14; GPR151 ag: 1.0

How did COc1ccc(C(c2sc3ncnn3c2O)N2CCC(O)CC2)cc1OC (configuration not stated) do in these assays?
TEAD-YAP inh: 13; FBW7 act: 0.4; MITF inh: 17; GPR151 ag: -0.5

How did c1ccc(-n2cnc3c(Nc4ccc5c(c4)OCO5)nc(Nc4ccc5ncccc5c4)nc32)cc1 do in these assays?
TEAD-YAP inh: 12; FBW7 act: 7.1*; MITF inh: -6; GPR151 ag: 0.3

What do the screens show for `CCCn1nnnc1NCc1ccc(OCc2cccs2)c(OC)c1`?
TEAD-YAP inh: 6; FBW7 act: -0.1; MITF inh: 7; GPR151 ag: 0.7

Results for O=C(CN1CCOCC1)N1N=C(c2c(-c3ccccc3)c3cc(Br)ccc3[nH]c2=O)CC1c1ccccc1 (configuration not stated) ?
TEAD-YAP inh: 10; FBW7 act: -0.1; MITF inh: 16; GPR151 ag: -2.0

How did CCCCN(C)c1nnc(NC(=O)Nc2cc(Cl)ccc2OC)s1 do in these assays?
TEAD-YAP inh: -6; FBW7 act: -0.2; MITF inh: 10; GPR151 ag: -0.5

Results for Cc1ccccc1CSCC1Nc2ccc(C(=O)N3CCN(c4ccccc4)CC3)cc2NC1=O (configuration not stated) ?
TEAD-YAP inh: 10; FBW7 act: -0.1; MITF inh: 9; GPR151 ag: 0.0

Results for O=C(CNC(=O)c1ccc([N+](=O)[O-])cc1)Nc1ccccc1C(F)(F)F ?
TEAD-YAP inh: 7; FBW7 act: 0.1; MITF inh: 9; GPR151 ag: -0.7

Results for COc1ccccc1NC(=O)CSc1nc2ccsc2c(=O)n1-c1ccc(Cl)cc1 ?
TEAD-YAP inh: 0; FBW7 act: 0.1; MITF inh: -4; GPR151 ag: 5.6*

What do the screens show for `CC(=O)C1=C(C)NC(SCC(=O)OC(C)(C)C)=C(C#N)C1c1ccccc1[N+](=O)[O-]` (configuration not stated)?
TEAD-YAP inh: 4; FBW7 act: 0.0; MITF inh: 9; GPR151 ag: 0.5

How did COc1ccccc1C(CC(N)=O)c1ccco1 (configuration not stated) do in these assays?
TEAD-YAP inh: 3; FBW7 act: -0.1; MITF inh: 2; GPR151 ag: 1.5

Results for Nc1c(C(=O)NCc2cccs2)nnn1-c1ccccc1 ?
TEAD-YAP inh: -50; FBW7 act: 0.0; MITF inh: 15; GPR151 ag: 3.0

What do the screens show for `COc1cc(/C=C/C(=O)OCC(=O)Nc2ccccc2[N+](=O)[O-])ccc1O`?
TEAD-YAP inh: -1; FBW7 act: 0.6; MITF inh: 34; GPR151 ag: -0.2

What do the screens show for `COc1ccc(/C=N\NC(=O)c2ccccn2)c(OC)c1OC`?
TEAD-YAP inh: -56; FBW7 act: -0.1; MITF inh: 8; GPR151 ag: 2.9

Results for CCOC(=O)N1CCC(NC(=O)C2CCN(c3nc4c(C)cc(C)cc4s3)CC2)CC1 ?
TEAD-YAP inh: 6; FBW7 act: 0.1; MITF inh: -6; GPR151 ag: -1.2

What do the screens show for `CCN(CC)C(=O)c1sc2nc3cc(C)cc(C)c3cc2c1N`?
TEAD-YAP inh: -19; FBW7 act: 0.0; MITF inh: 8; GPR151 ag: -1.2

What do the screens show for `COc1ccc(/C=C/C(=O)NCc2ccc3c(c2)OCO3)cc1OC`?
TEAD-YAP inh: -2; FBW7 act: 0.2; MITF inh: -1; GPR151 ag: 1.1

Results for Cc1cc(N2CCN(c3ccccc3)CC2)nc(-n2cc([N+](=O)[O-])cn2)n1 ?
TEAD-YAP inh: -2; FBW7 act: -0.1; MITF inh: -8; GPR151 ag: 1.1

How did O=C(Nc1ccc(N2CCOCC2)cc1)c1ccc2nc(Nc3ccccn3)sc2c1 do in these assays?
TEAD-YAP inh: -14; FBW7 act: -0.2; MITF inh: 70*; GPR151 ag: 2.5

How did O=C(Nc1ccc2c(c1)OCCO2)c1cccc(C(=O)Nc2ccc3c(c2)OCCO3)n1 do in these assays?
TEAD-YAP inh: 2; FBW7 act: 0.2; MITF inh: -6; GPR151 ag: -1.5

Results for O=C(CSc1nnc(-c2ccncc2)o1)c1ccc(Br)cc1 ?
TEAD-YAP inh: 1; FBW7 act: -0.1; MITF inh: 4; GPR151 ag: -0.2

How did COc1cccc(C(=O)N2CC[C@H]3[C@H](CCC(=O)N3Cc3cccnc3)C2)c1 do in these assays?
TEAD-YAP inh: 7; FBW7 act: 0.2; MITF inh: -5; GPR151 ag: -0.2

How did COc1ccc(CC(=O)Nc2cccc(C(=O)Nc3ccccc3C(=O)O)c2)cc1 do in these assays?
TEAD-YAP inh: -2; FBW7 act: 0.7; MITF inh: 11; GPR151 ag: -0.4

Results for Cc1nc(SCC(=O)Nc2ccc(C(N)=O)cc2)c2c3c(sc2n1)CCC3 ?
TEAD-YAP inh: 1; FBW7 act: -0.2; MITF inh: 0; GPR151 ag: 3.6

How did O=C(CN1CCN(CC(=O)Nc2ccccc2F)CC1)Nc1ccc2c(c1)OCO2 do in these assays?
TEAD-YAP inh: 22; FBW7 act: 0.3; MITF inh: 21; GPR151 ag: -0.9

How did CCOC(=O)c1c(C)[nH]c(C)c1C(=O)COC(=O)c1cc2ccccc2cc1O do in these assays?
TEAD-YAP inh: -3; FBW7 act: -0.2; MITF inh: -1; GPR151 ag: 1.3

How did Cc1ccc(SCCC(=O)Nc2cccc(N(C)S(C)(=O)=O)c2)cc1 do in these assays?
TEAD-YAP inh: 3; FBW7 act: -0.1; MITF inh: -2; GPR151 ag: 0.7

What do the screens show for `COC(=O)C1=C(C)Nc2nnnn2C1c1ccc(C)s1` (configuration not stated)?
TEAD-YAP inh: 6; FBW7 act: -0.1; MITF inh: -5; GPR151 ag: 1.9

Results for Cc1cc(C(=O)CO/N=C/c2ccco2)c(C)n1C ?
TEAD-YAP inh: 27; FBW7 act: -0.2; MITF inh: 3; GPR151 ag: -0.6

What do the screens show for `CCN(CC)S(=O)(=O)c1ccc(C(=O)Nc2sc3c(c2C#N)CCCC3)cc1`?
TEAD-YAP inh: 6; FBW7 act: -0.2; MITF inh: 0; GPR151 ag: 1.0

Results for CC(C)Oc1ccccc1C(=O)N/N=C/c1cccc(O)c1 ?
TEAD-YAP inh: 16; FBW7 act: 0.6; MITF inh: 8; GPR151 ag: -1.8

Results for CCCSc1nc(N)cc(=O)[nH]1 ?
TEAD-YAP inh: -7&5; FBW7 act: -0.1&-0.2; MITF inh: 9&-1; GPR151 ag: -1.7&0.6

What do the screens show for `CCOCCOC(=O)C1=C(C)NC2=C(C(=O)CC(c3cccs3)C2)C1c1cccs1` (configuration not stated)?
TEAD-YAP inh: 14; FBW7 act: 0.1; MITF inh: -4; GPR151 ag: -0.9

How did CCC(NS(=O)(=O)c1ccc(OC)cc1)C(=O)N1CCc2ccccc21 (configuration not stated) do in these assays?
TEAD-YAP inh: 4; FBW7 act: 0.1; MITF inh: 9; GPR151 ag: -0.7

What do the screens show for `Cc1[nH]c2ccccc2c1CCn1c2c(c(=O)[nH]c1=O)C(C(F)(F)F)(C(F)(F)F)N=C(c1ccccc1)N2`?
TEAD-YAP inh: 0; FBW7 act: -0.1; MITF inh: -3; GPR151 ag: 1.0

What do the screens show for `C=CCNc1nc(Cl)nc(NCc2ccco2)n1`?
TEAD-YAP inh: -3; FBW7 act: 0.0; MITF inh: 9; GPR151 ag: -0.5

Results for CCc1c(C)sc(NC(=O)/C=C/c2ccc(OC)c(OC)c2)c1C#N ?
TEAD-YAP inh: 4; FBW7 act: 0.5; MITF inh: -3; GPR151 ag: 0.6

What do the screens show for `CCCOc1ccc2ccccc2c1/C=N/O`?
TEAD-YAP inh: -10; FBW7 act: -0.1; MITF inh: -1; GPR151 ag: 0.7

How did CN(CC(O)c1ccccc1)C1CCC(=O)N(Cc2ccc(F)cc2F)CC1 (configuration not stated) do in these assays?
TEAD-YAP inh: 0; FBW7 act: 0.6; MITF inh: 13; GPR151 ag: 0.7

Results for O=[N+]([O-])c1nn(-c2ccccc2)n(O)c1=NCc1ccc(F)cc1Cl ?
TEAD-YAP inh: 5; FBW7 act: -0.2; MITF inh: -5; GPR151 ag: -1.4

How did COC(=O)c1ccc(COC(=O)c2ccc3c(c2)S(=O)(=O)N=C2CCCCCN23)o1 do in these assays?
TEAD-YAP inh: -2; FBW7 act: 0.0; MITF inh: -18; GPR151 ag: 1.1

What do the screens show for `CCC(C)NC(=O)c1cc(-c2ccc(O)cc2)on1` (configuration not stated)?
TEAD-YAP inh: 27; FBW7 act: 0.2; MITF inh: 11; GPR151 ag: -1.4

In the list so far, 4 have a furan ring, fused or not:
How did COc1ccccc1C(CC(N)=O)c1ccco1 (configuration not stated) do in these assays?
TEAD-YAP inh: 3; FBW7 act: -0.1; MITF inh: 2; GPR151 ag: 1.5

Results for Cc1cc(C(=O)CO/N=C/c2ccco2)c(C)n1C ?
TEAD-YAP inh: 27; FBW7 act: -0.2; MITF inh: 3; GPR151 ag: -0.6

What do the screens show for `C=CCNc1nc(Cl)nc(NCc2ccco2)n1`?
TEAD-YAP inh: -3; FBW7 act: 0.0; MITF inh: 9; GPR151 ag: -0.5

How did COC(=O)c1ccc(COC(=O)c2ccc3c(c2)S(=O)(=O)N=C2CCCCCN23)o1 do in these assays?
TEAD-YAP inh: -2; FBW7 act: 0.0; MITF inh: -18; GPR151 ag: 1.1

Already shown: 2 of the compounds above.
How did COC(=O)c1ccc(COC(=O)c2ccc3c(c2)S(=O)(=O)N=C2CCCCCN23)o1 do in these assays?
TEAD-YAP inh: -2; FBW7 act: 0.0; MITF inh: -18; GPR151 ag: 1.1

What do the screens show for `CCC(C)NC(=O)c1cc(-c2ccc(O)cc2)on1` (configuration not stated)?
TEAD-YAP inh: 27; FBW7 act: 0.2; MITF inh: 11; GPR151 ag: -1.4

Next structures follow:
Results for CC(C)n1cnc2c(Nc3ccc4c(c3)OCO4)nc(NCc3cccnc3)nc21 ?
TEAD-YAP inh: -5; FBW7 act: -0.1; MITF inh: 14; GPR151 ag: 0.5

What do the screens show for `Oc1ccc(CCNc2nc(Nc3ccc4ncccc4c3)nc3c2ncn3C2CCCCC2)cc1`?
TEAD-YAP inh: 0; FBW7 act: 0.0; MITF inh: -3; GPR151 ag: 0.4

How did COc1ccccc1N1C(=O)c2ccc(OC)c(OC)c2C1=O do in these assays?
TEAD-YAP inh: 7; FBW7 act: 0.0; MITF inh: 0; GPR151 ag: 3.6

Results for O=C(Cn1nc(-c2ccccc2)ccc1=O)NCCCN1CCCCCC1 ?
TEAD-YAP inh: -2; FBW7 act: 0.1; MITF inh: -10; GPR151 ag: -0.6

How did Fc1ccc2c(c1)OCC(c1nc3ccc(-c4ccncc4)cc3[nH]1)O2 (configuration not stated) do in these assays?
TEAD-YAP inh: -15; FBW7 act: -0.1; MITF inh: 3; GPR151 ag: -0.2

How did O=C(O)c1ccc(N2C(=O)C3C4CC(C(Br)C4Br)C3C2=O)cc1 (configuration not stated) do in these assays?
TEAD-YAP inh: 6; FBW7 act: 0.1; MITF inh: -4; GPR151 ag: -0.1

How did O=C(c1c(F)cccc1F)N1CCC(N2CCC(C(=O)N3CCCC3)CC2)CC1 do in these assays?
TEAD-YAP inh: -13; FBW7 act: -0.1; MITF inh: 9; GPR151 ag: 2.1

What do the screens show for `CCc1ccc(CNc2ccc(O)cc2)cc1`?
TEAD-YAP inh: 8; FBW7 act: -0.2; MITF inh: 23; GPR151 ag: 3.7

Results for Cc1cc(C)cc(NC(=O)Cn2cc3c(n2)CCCC3)c1 ?
TEAD-YAP inh: -6; FBW7 act: 0.0; MITF inh: -6; GPR151 ag: 2.3

Results for CCC(=O)NCCCNc1nc2c(C)cccc2cc1C#N ?
TEAD-YAP inh: -1; FBW7 act: 0.1; MITF inh: -8; GPR151 ag: 0.9

What do the screens show for `COc1cccc(/C=C2\N=C(c3ccco3)OC2=O)c1OC`?
TEAD-YAP inh: -4; FBW7 act: 0.4; MITF inh: 13; GPR151 ag: -0.5

What do the screens show for `O=[N+]([O-])c1cccc(C=NCCc2ccncc2)c1`?
TEAD-YAP inh: -16; FBW7 act: -0.1; MITF inh: -2; GPR151 ag: -1.2

How did Cc1nonc1CC(=O)N1CCc2c([nH]c3ccccc23)C1c1ccccc1F (configuration not stated) do in these assays?
TEAD-YAP inh: -5; FBW7 act: -0.1; MITF inh: -1; GPR151 ag: -0.2

Results for CC1(C)CC(NC(=O)C2CC(C(c3ccccc3)c3ccccc3)=NO2)CCO1 (configuration not stated) ?
TEAD-YAP inh: -42; FBW7 act: 0.0; MITF inh: -12; GPR151 ag: -0.4

What do the screens show for `Cc1ccccc1C1C2=C(Nc3c1c(=O)n(C)c(=O)n3C)c1ccccc1C2=O` (configuration not stated)?
TEAD-YAP inh: -2; FBW7 act: 0.8; MITF inh: 9; GPR151 ag: -1.1

How did Cc1ccccc1S(=O)(=O)Cc1ccc(C(=O)N2CCCC2)o1 do in these assays?
TEAD-YAP inh: 7; FBW7 act: 0.2; MITF inh: -1; GPR151 ag: 0.3
